mcGAS lum = mouse cGAS inhibition by luminescence; recombinant cGAS, Kinase-Glo ATP depletion luminescence; 0.15% of 160,000 active; inhibition, % at 12.5 µM; AID 1259399;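 note: 0% = negative control wells and 100% = reference inhibitor with no enzyme activity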
hcGAS lum = inhibitors of human cGAS; 0.081% of 290,000 active; Q8N884; recombinant h-cGAS, ATP depletion, Kinase-Glo luminescence; inhibition, % at 12.5 µM;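 note: 0% = vehicle reaction and 100% = reaction without DNA for no activity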
Target sequence (Q8N884 whole entry, looked up): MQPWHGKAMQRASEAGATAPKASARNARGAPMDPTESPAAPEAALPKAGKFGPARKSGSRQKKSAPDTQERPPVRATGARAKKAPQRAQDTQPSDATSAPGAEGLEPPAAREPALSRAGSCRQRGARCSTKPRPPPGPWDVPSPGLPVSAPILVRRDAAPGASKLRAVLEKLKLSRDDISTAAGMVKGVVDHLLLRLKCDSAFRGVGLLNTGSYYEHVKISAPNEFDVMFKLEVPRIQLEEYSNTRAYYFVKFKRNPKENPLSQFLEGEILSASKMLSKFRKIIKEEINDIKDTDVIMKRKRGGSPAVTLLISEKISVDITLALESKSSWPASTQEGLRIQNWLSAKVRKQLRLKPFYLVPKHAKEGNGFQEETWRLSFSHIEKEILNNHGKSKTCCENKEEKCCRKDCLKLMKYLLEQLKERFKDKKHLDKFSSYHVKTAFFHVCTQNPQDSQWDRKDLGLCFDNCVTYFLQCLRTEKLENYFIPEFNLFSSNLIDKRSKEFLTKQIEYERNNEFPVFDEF
NPYLR7 ag = activates Aedes aegypti NPYLR7 receptor; HEK293T NPYLR7/Galpha15, GCaMP6s calcium fluorescence; 0.15% of 270,000 active; activation, % at 10 µM; in the data active = activation above about 40%;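 note: 0% = vehicle and 100% = reference agonist at the receptor; some compounds past the cut are filed as inactive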
* marks the source's active call; other numbers are inactive results; . = no result given. Cut-off read from the data, not from the text of the source, unless noted: active = inhibition above about 40%; inactive = the rest.

SMILES	mcGAS lum	hcGAS lum	NPYLR7 ag
CN1CCC1(C)C(=O)Nc1cccc(Oc2ccccc2)c1 (centres undefined)	.	-8	1
Cc1ccc(CN(CC(=O)Nc2sc(C)c(C)c2C)C(C)C)s1	.	-5	9
COC(=O)Cn1cc(CN2CCN3CCNC(=O)C3C2)c2ccccc21 (centres undefined)	-19	-4	25
CCC(C)Nc1cc(C)nc2c(C)c(-c3ccc(OC)c(OC)c3)nn12 (centres undefined)	-2	-1	2
Cc1cc(=O)oc2c(-c3cc(-c4cccs4)nc(N)n3)c(O)ccc12	.	-5	1
CCCS(=O)(=O)N1CCN(Cc2ccsc2)CC1	.	-7	10
Cc1cc(C(=O)N(C)Cc2cccc(O)c2)c2ccc(F)cc2n1	.	-6	-1
Cc1ccc(-n2c(SCc3nc(C(=O)N4CCC(n5c(=O)[nH]c6ccccc65)CC4)cs3)nnc2-c2ccccc2Cl)cc1	-7	-7	19
O=C(CN1C(=O)c2ccccc2C1=O)Nc1cccc2ccccc12	-4	-3	0
COC(=O)CC1C(=O)NCCN1Cc1nc(-c2ccc(-c3ccccc3)cc2)oc1C (centres undefined)	-3	-4	-10
Cc1c(C(=O)NCc2cccs2)sc(=O)n1Cc1ccc(S(C)(=O)=O)cc1	.	-9	-2
CCCCc1nc(-c2ccc(OCC(=O)NC(=O)NCC)cc2)no1	.	-4	3
Cc1cn2c(CN(C)S(=O)(=O)N(C)C3CCCCC3)c(C)nc2s1	.	3	-6
Cc1ccc(C(=O)NCCc2nnc3ccc(SCC(=O)Nc4cccc(F)c4)nn23)cc1	-7	-4	1
O=C1NC(=O)C(=Cc2cc(Br)c(Sc3ccc(Cl)cc3)o2)S1	.	-6	-3
CCC(C(=O)N1CCCC(C(=O)NC2CCCC[C@H]2NC(=O)c2ccc(OC)cc2)C1)c1ccccc1 (some centres undefined)	25	6	1
CCC(C)N(Cc1ccc(OC)c(OS(=O)(=O)c2cccc(C(F)(F)F)c2)c1)C(=O)c1ccccc1C (centres undefined)	1	-6	-12
Cc1cccc(CN2CCN(C(=O)c3cn(CCN)nn3)C(C)C2=O)c1 (centres undefined)	.	0	1
CC(C)=CCN1C[C@@H](C(=O)O)C[C@H](C(=O)NCc2cccnc2)C1	.	-5	8
O=c1c(Cl)cc(C(F)(F)F)cn1Cc1nnc2n1CCCCC2	.	-9	-1
Cc1ccc(N2CCN(C(=O)c3ccc(F)cc3)C(C)C2=O)c(C)c1 (centres undefined)	0	-1	-14
COC(=O)COC(=O)c1ccc(Oc2nc(N(C)C)nc(N(C)C)n2)cc1	.	4	-2
CCOC(=O)C1=C(COC(=O)c2ccc([N+](=O)[O-])s2)NC(=O)NC1C (centres undefined)	.	-3	-4
Cc1nc2nc(-c3ccccc3)nn2c(Sc2ccccc2N)c1C	-5	-5	1
NC(=O)c1c(NC(=O)CCNC(=O)c2ccco2)sc2c1CCC2	.	-6	3
SMILES	mcGAS lum	hcGAS lum	NPYLR7 ag
CCc1c(C)nc2c(-c3ccc(OC)cc3)c(COC)[nH]n2c1=O	.	2	-17
COCc1cc(C)nc(N/N=C\c2ccccc2F)c1C#N	-6	-2	11
O=C1CCCN1C(=O)CSc1nnc(-c2cccc(Br)c2)o1	.	-8	0
Cc1nc(CNC(=O)C2(N3CCCCC3)CCCCC2)n[nH]1	-3	-1	.
O=C(N[C@@H]1CCCCC1NC(=O)C1CCN(S(=O)(=O)c2cc(Cl)ccc2Cl)CC1)c1ccccc1 (some centres undefined)	-10	-5	.
COC(=O)CNC(=O)c1c(-c2ccccc2Cl)noc1C	-7	-3	9
CCCCC(NC(=O)CCc1cc2c(n1-c1ccc3c(c1)OCO3)-c1ccccc1CC2)C(=O)OC (centres undefined)	-10	-7	1
O=C(CSC(F)(F)F)N1CCCCC1c1ncc[nH]1 (centres undefined)	.	0	-11
CCOc1ccc(C(=O)NCCn2ncc3c(=O)n(Cc4ccc(C)cc4)cnc32)cc1	-7	-4	-5
Cc1ccc(C2NC(=O)N(C)C3=C2C(=O)N(Cc2cccnc2)C3)c(C)c1 (centres undefined)	-4	-1	.
OC(COc1ccc(Cl)cc1)CN(Cc1ccccc1F)C1CC1 (centres undefined)	-4	-3	-3
CC(=O)N1CCN(Cc2nc(-c3ccc(C(F)(F)F)cc3)no2)CC1	.	-3	15
CN(C)C=Nc1ncnc2c1cnn2-c1ccc(C(F)(F)F)cn1	1	1	3
CC(NC(=O)CNC(=O)CC1CCCCC1)c1ccncc1 (centres undefined)	.	-5	0
COc1nc(-c2ccncc2)nc2ccccc12	.	-9	-2
O=C(Nc1ccccc1Cl)c1cccnc1	-9	0	23
CNC(=O)COc1coc(CN2CCc3ccccc3C2)cc1=O	-7	-7	2
CNC(=O)[C@@H]1C[C@H](N)CN1C(=O)c1cc(Cl)cc(OC)c1	.	-3	16
C=CCNC(=S)Nc1ccc(Cl)cc1Cl	.	-4	12
CCOC(=O)CC(NS(=O)(=O)c1cc(OC)c(C)cc1C)c1ccc(C)cc1 (centres undefined)	.	-3	-3
Nc1nccnc1C(=O)N1CCN(Cc2ccc(-c3ccccc3Cl)s2)CC1	.	-14	5
N#Cc1cccc(CSc2nnc(-c3cccc(Br)c3)o2)c1	-4	-2	3
CCN(CC(=O)NC(C)C)C(=O)c1cccc(S(=O)(=O)N2CCc3ccccc3C2)c1	.	-4	1
COc1ccc(C(=O)N(CC(=O)N2c3ccccc3-n3cccc3C2c2ccc(F)cc2)C(C)C)c(OC)c1 (centres undefined)	-4	-6	.
Cc1ccnc(SCc2cc(=O)c(OC(=O)c3ccccc3)co2)n1	-4	-3	-17
SMILES	mcGAS lum	hcGAS lum	NPYLR7 ag
CCc1ccccc1N1CCN(C(=O)CCc2ccccc2)C(C)C1=O (centres undefined)	1	3	-1
CCOCCCn1c(SCc2cc(F)ccc2C)nc2cc(S(=O)(=O)N3CCCC(C)C3)ccc21 (centres undefined)	-7	-6	4
Cc1nonc1CN(C)C(=O)c1cn(CCN2CCCCC2)nn1	.	0	1
CCc1cnc2c(c1SCc1cccc(C(F)(F)F)c1)c(=O)n(C)c(=O)n2C	-8	-9	2
O=C(O)/C=C/c1csc(S(=O)(=O)N2CCCC2)c1	-13	-8	-3
Cc1ccccc1Cn1ccnc1CN(Cc1ccco1)C(=O)c1ccccc1F	-6	-4	17
CCN1C(=O)C(=Cc2cccs2)SC1=S	.	-5	-15
COc1ccccc1OC1CN(C(=O)CCC2CCCN(C)C2)C1 (centres undefined)	-13	-8	-5
CN1C(=C2C=NN(c3ccccc3)P2(=Nc2ccccc2)N2CCOCC2)C(C)(C)c2ccccc21 (centres undefined)	.	0	9
C=C(C)COc1ccccc1C(=O)N(C)Cc1nc2ccccc2[nH]1	.	-10	-5
Cc1cc(C)c(NC(=O)CSc2nc(=O)n3cc(C)ccc3n2)c(C)c1	-8	-8	2
COc1ccc(C(=O)Nc2sc3c(c2C#N)CC(C)(C)NC3(C)C)cc1	.	-4	7
Cc1ccccc1-c1ncc(CN(C)CC2(CO)CCOCC2)s1	-13	-7	9
COCCN1C(=O)N(C2Cc3ccccc3C2)C(=O)C12CCN(Cc1ccc(-c3ccco3)cc1)CC2	-14	-2	8
Cc1ccc(OCC2c3ccsc3CCN2C(=O)CN(C(=O)Cc2ccccc2)C2CC2)c(C)c1 (centres undefined)	-7	-3	2
CN(Cc1nccn1C)c1ncnc2sc3c(c12)CCCC3	-12	-4	14
Cc1ccc(C)c(SCC(=O)NNC(=O)c2nn(C)c(=O)c3ccccc23)c1	-8	-6	0
CC(NC(=O)CCN(CCCN1CCOCC1)c1nc(-c2ccc(F)cc2)nc2ccccc12)c1ccccc1 (centres undefined)	-4	-5	18
Cc1cc(C(=O)Nc2cc(C(N)=O)sc2C)ccc1F	-14	-4	-3
O=S(=O)(CCNCc1cccs1)N1CCc2ccccc21	.	0	0
Oc1ccc(/C=N\Nc2nc(N3CCOCC3)nc(N3CCOCC3)n2)cc1O	-6	-6	19
COc1cccnc1C(=O)N1CCC(N2CCCC(C(=O)NC3CC3)C2)CC1 (centres undefined)	.	-7	26
Cc1nn(C)c(C)c1C(C)NC(=O)N(Cc1ccccc1)C(C)C (centres undefined)	.	1	-4
O=C(c1ccc2c3c(cccc13)CC2)C1CCCN(C(=O)CCN2CCCO2)C1 (centres undefined)	.	-9	3
COc1cccc(-c2nnc(SCc3ccc(C(=O)N4CCOCC4)cc3)n2-c2ccccc2C)c1	-3	-5	1
SMILES	mcGAS lum	hcGAS lum	NPYLR7 ag
CCOC(=O)c1sc(=NC(=O)c2ccc(S(=O)(=O)N(C)C3CCCCC3)cc2)n(C)c1C	.	-10	1
CCCCC(=O)N(C)c1c(C)nc2ccc(C(=O)Nc3cc(-c4ccccc4)ccc3OC)cn12	-1	1	-1
Cc1ccsc1CN(Cc1ccc2c(c1)OCO2)C(=O)CN(C(=O)c1cccs1)C1CCCCC1	-5	-6	-6
CCCOc1ccc(C2=CSC3=NCCN23)cc1	.	-8	11
Cc1noc(C)c1S(=O)(=O)N1CCC(C(=O)N2CCCc3c(C(=O)O)cccc32)CC1	.	-9	-1
Cc1cc(NC(=O)c2csc(-c3ccc(Cl)cc3)n2)n[nH]1	.	-11	1
Cc1cc(C)cc(OCC(=O)Nc2nc(CN3CCCCC3)cs2)c1	-3	-3	3
O=C(NCCc1nnc2ccccn12)c1cc2c(s1)CCCCCC2	-3	-2	2
COC(=O)CCC(=O)N(Cc1ccco1)Cc1nc2cc(Cl)ccc2o1	-7	-9	6
COc1ccc(CNS(=O)(=O)c2ccc(C)c(C)c2C)cc1	-5	-1	6
Cc1cc(C)n(C(C[N+](=O)[O-])c2cccc(Cl)c2)n1 (centres undefined)	.	-12	5
O=C(c1cccc(F)c1)N(Cc1ccc(F)cc1)Cc1ccccc1OS(=O)(=O)c1ccc(F)cc1	-5	-7	17
O=C(c1cn[nH]n1)N1CCN(C/C=C/c2ccccc2)CC1	.	-4	-1
O=C(NCc1ccccc1)N1CCC(n2cc(-c3ccc(F)cc3)nn2)CC1	.	-10	4
CCOC(=O)C1=C(CC)NC2=C(C(=O)CCC2)C1c1ccc(Cl)cc1Cl (centres undefined)	.	-3	3
Cn1c(SCC(=O)NC2(C#N)CCCCC2)nc2sc3c(c2c1=O)CCCC3	-9	-7	-2
O=C(NCCCOc1cccc([N+](=O)[O-])c1)c1ccc2ccccc2c1	-6	-4	-9
CCCNC(=O)C(C)NC(=O)Nc1ccc(C)cc1C (centres undefined)	.	5	-3
Cc1ncsc1CCCNS(=O)(=O)NCc1ccccc1	.	-2	18
CC(C)c1nc(CNC(=O)c2ccc(-c3cccnc3)nc2)no1	.	-7	-4
O=C(NC1CCN(c2ccccc2C(=O)NCCc2cccs2)CC1)c1ccc(C(F)(F)F)cc1	-7	-8	28
O=C(O)CCC(=O)N[C@H]1CO[C@H]2[C@@H]1OC[C@@H]2n1nnnc1Oc1ccc(-n2cncn2)cc1	-9	-6	-8
CNc1nc2cnc(Nc3cccc(Cl)c3)cc2n1Cc1ccco1	-3	-3	7
C=CCn1c(=O)c2c(nc3n(-c4ccc(Br)cc4)c(C)c(C)n23)n(C)c1=O	-10	-5	5
CCOCCn1c(=O)c2c(nc3n2CCCN3c2ccc(OC)cc2)n(C)c1=O	.	-11	14
CCOC(=O)c1nn(-c2ccccc2C)c(=O)cc1N1CCN(CCO)CC1	.	-3	5
